Tau fibril ThT: tau fibrillization inhibition (ThT binding); AID 1460; recombinant tau K18 P301L, heparin-induced fibrillization, ThT fluorescence; P10636; Potency, µM (top dose mostly 57.4 µM), for the others: at the top dose activity, negative = inhibition, most hits filed as inhibitors; 270,000 compounds, 2.1% hits; also: % is scaled to controls: 0 for no effect and ±100 for the full control effect; nearly all actives have a fitted effect of over 55% in size
Target sequence (P10636 561-689 P618L limits assumed): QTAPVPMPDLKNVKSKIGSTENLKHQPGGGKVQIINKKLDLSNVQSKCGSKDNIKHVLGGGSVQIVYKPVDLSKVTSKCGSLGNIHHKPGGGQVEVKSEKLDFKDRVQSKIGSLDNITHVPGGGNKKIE
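K18 P301L tau (15 uM + 0.24 uM Alexa 594-tagged), heparin 20 uM, NaOAc pH 7, 6 h 37 C; ThT 30 uM, 1 h RT, ex 450/em 510 nm.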
SMN2 splice enh: increases expression of the SMN2 splice variant; HEK293 SMN2-luciferase splicing reporter, luminescence, 30-36 h; Potency, µM (highest dose often 46.1 µM), for the others: top-dose activity change, positive = activation, hits mostly activators; 210,000 compounds, 2.8% hits; AID 1458; also: % of control where 0% means no effect; nearly all actives have a fitted effect of over 55% in size
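qHTS luciferase splicing reporter: luminescence rises when SMN2 exon 7 is included in transfected HEK293 cells. Compound exposure lasted 30-36 h at 37C, with 4.5 mM final sodium butyrate as control, followed by a ONE-Glo read.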
HttQ103 aggreg: reduces HttQ103-GFP aggregates in PC12 cells. Potency, µM (series often up to 46.1 µM), for inactives: top-dose activity change, negative = inhibition, usual class: inhibitors. 220,000 compounds, 1.1% hits. PC12 HttQ103-GFP aggregates, Acumen cytometry, 40 h. AID 1688; also: % is scaled to controls: 0 for no effect and ±100 for the full control effect; nearly all actives have a fitted effect of over 60% in size
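Read-out: GFP aggregate count by laser scanning cytometer (488 nm excitation, 500-530 nm emission, 1–25 µm objects >6 SD above background). Cells: PC12, inducible HTTex1-Q103-GFP, 100 nM tebufenozide; compounds titrated.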
Tau fibril FP: blocks human tau fibril formation measured by polarization. K18 P301L tau heparin fibrillization, Alexa594 FP, 6 h. Potency, µM (doses to about 57.7 µM), inactives show at the highest dose activity, negative = inhibition, usual class: inhibitors. AID 1468. 280,000 compounds, 0.39% hits. P10636; also: % is scaled to controls: 0 for no effect and ±100 for the full control effect; nearly all actives have a fitted effect of over 55% in size
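Compound effects on tau fibrillization are measured by Alexa 594 fluorescence polarization (ex 555, em 632 nm). K18 P301L tau is used at 15 uM with 0.24 uM labeled tracer, and 20 uM heparin induces aggregation over 6 hr at 37 C.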
KDM4E inh: JMJD2E (human) inhibition; AID 2147; 230,000 compounds, 1.6% hits; B2RXH2; JMJD2E catalytic domain, FDH-coupled NADH fluorescence (FDH is formaldehyde dehydrogenase); Potency, µM (doses to about 57.1 µM), for the others: at the top dose activity change, negative = inhibition, hits mostly inhibitors; active = well fitted inhibition curve with a large enough effect, not every such curve was filed as active; inconclusive = small, poorly fitted or top-dose-only effect, or another doubt; inactive = no such curve, though single readings can be large or run the other way;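 also: 0% = wells with enzyme and -100% = buffer wells without enzyme; nearly all actives have a fitted effect of over 50% in size; many of its hits are not listed in these tables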
Target sequence (B2RXH2 1-337 limits assumed): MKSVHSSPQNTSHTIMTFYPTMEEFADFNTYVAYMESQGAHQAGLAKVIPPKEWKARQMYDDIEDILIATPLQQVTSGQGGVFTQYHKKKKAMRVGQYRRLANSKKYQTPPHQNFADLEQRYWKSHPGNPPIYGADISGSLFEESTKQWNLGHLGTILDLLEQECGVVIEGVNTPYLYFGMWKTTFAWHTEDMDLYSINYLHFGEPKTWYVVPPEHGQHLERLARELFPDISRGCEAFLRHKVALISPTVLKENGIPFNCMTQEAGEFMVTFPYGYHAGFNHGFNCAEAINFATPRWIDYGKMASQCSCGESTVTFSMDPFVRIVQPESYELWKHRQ
Tau fluor counter: counter-screen for tau fibril formation inhibitors; Potency, µM (titrated, usually from 57.7 µM), without a hit: at the top dose activity change, negative = decrease; tau K18 P301L Alexa594 fluorescence, heparin fibrillization; 280,000 compounds, 0.93% hits; also: % is scaled to controls: 0 for no effect and ±100 for the full control effect; nearly all actives have a fitted effect of over 55% in size
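Human tau K18 P301L (15 uM unlabeled, 0.24 uM Alexa 594-labeled) in 100 mM sodium acetate pH 7 with 20 uM heparin, 6 hr at 37 C. ThT 30 uM added, 1 hr ambient; Alexa 594 FP and total fluorescence read at 555/632 nm.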
ALDH1A1 inh: ALDH1A1 (human) enzyme inhibition | P00352 | Potency, µM (series often up to 75.3 µM), for the others: at the top dose activity, negative = inhibition, hits mostly inhibitors | 220,000 compounds, 7.3% hits | Purified ALDH1A1, NADH fluorescence, propionaldehyde substrate; active = well fitted inhibition curve with a large enough effect, not every such curve was filed as active; inconclusive = small, poorly fitted or top-dose-only effect, or another doubt; inactive = no such curve, though single readings can be large or run the other way;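 also: plate controls were no enzyme wells and a reference inhibitor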
Target sequence (P00352 whole entry, looked up): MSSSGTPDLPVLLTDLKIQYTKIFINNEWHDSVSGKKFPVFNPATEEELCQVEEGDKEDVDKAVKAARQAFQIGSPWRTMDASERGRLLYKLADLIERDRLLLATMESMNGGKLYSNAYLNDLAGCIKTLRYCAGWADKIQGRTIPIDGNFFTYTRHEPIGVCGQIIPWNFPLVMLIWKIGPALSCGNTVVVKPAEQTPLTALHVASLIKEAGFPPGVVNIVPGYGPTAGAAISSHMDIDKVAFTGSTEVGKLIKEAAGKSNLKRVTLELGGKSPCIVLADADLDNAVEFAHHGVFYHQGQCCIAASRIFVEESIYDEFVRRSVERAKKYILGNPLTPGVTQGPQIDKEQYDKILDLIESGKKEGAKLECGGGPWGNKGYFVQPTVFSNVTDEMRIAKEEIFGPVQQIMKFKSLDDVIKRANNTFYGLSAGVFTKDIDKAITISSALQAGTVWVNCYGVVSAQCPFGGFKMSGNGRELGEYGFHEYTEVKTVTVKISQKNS
HTT ATP protect: cytoprotection in Huntington HTT-Q103 PC12 cell model; AID 1471; Potency, µM (titrated, usually from 56.4 µM), for inactives: cytoprotection (ATP increase), most hits filed as activators; PC12 HTT-Q103 induced, cytoprotection, ATP luminescence, 40 h; 230,000 compounds, 0.14% hits;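 also: % of control where 0% means no effect; nearly all actives have a fitted effect of over 45% in size; toxic huntingtin expression switched on by the ecdysone agonist tebufenozide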
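PC12 cells with ecdysone-inducible HTT exon 1 Q103-GFP, induced with 100 nM tebufenozide and co-treated with library compounds in a dose series (1536-well, 1500 cells/well). Cytoprotection read as ATP content by ATPlite luminescence.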
* marks the source's active call; other numbers are inactive results; u = inconclusive; x = no result given; [ ] = another dose, or the depositor's remark. Unless noted, calls follow the shape of the dose curve; as a rule, active = well fitted curve in the direction sought with a large enough effect; inconclusive = small, poorly fitted or top-dose-only effect, or another doubt; inactive = no such curve, though single readings can be large; an effect the other way counts as inactive or inconclusive. Potency is read from the fitted curve at half-maximal effect. An excerpt; count on the stated rates, not on these rows.

The line under a structure holds: Tau fibril ThT	SMN2 splice enh	HttQ103 aggreg	Tau fibril FP	KDM4E inh	Tau fluor counter	ALDH1A1 inh	HTT ATP protect
COc1ccc(CNc2nc3ccccc3n2CCN2CCCCC2)c(OC)c1
    -15%	-14%	-6%	2%	0%	-15%	-6%	-35%
Cc1ccc(C(C)C)c(OCCSc2nc3ccccc3n2CC(O)CO)c1 (stereo not given)
    -16%	-16%	x	-4%	x	-26%	x	x
Cc1cnnc2c1-c1no[n+]([O-])c1CC2
    0%	-6%	-13%	-4%	1%	-1%	0%	-8%
O=C(CN1CCN(c2ccccc2F)CC1)c1c[nH]c2ccccc12
    -22%	0%	-13%	3%	-2%	-30%	u	-9%
COc1ccc(OC)c(S(=O)(=O)N2Cc3ccccc3CC2C(=O)Nc2ccc(C(C)=O)cc2)c1 (stereo not given)
    -9%	8%	x	-13%	x	u	x	x
COc1ccc(-c2nc(N3CCOCC3)nc3n[nH]c(N)c23)cc1
    -10%	u	u	8%	1%	-11%	u	-25%
O=C(OCC(=O)N1CCCCC1)c1cc(NS(=O)(=O)c2ccc(Cl)c([N+](=O)[O-])c2)ccc1O
    0%	-15%	-23%	2%	-2%	-2%	-5%	-1%[10 µM]
Cc1cc(C)c2oc(-c3ccc(Cl)c(NC(=O)c4ccc(C#N)cc4F)c3)nc2c1
    -18%	u	6%	-7%	u	-4%	u	-9%[10 µM]
COCCCn1c(=NC(=O)c2ccc3c(c2)OCO3)c(C#N)cc2c(=O)n3cccc(C)c3nc21
    -15%	20%	-2%[9.22 µM]	0%	u	-1%	u	-37%
O=C(CCl)Nc1ccccc1C(=O)c1ccccc1
    3%	-27%	-2%	-1%	1%	5%	25µM*	24%[10 µM]
O=C1OC(Nc2cc(Br)cc3cccnc23)c2ccccc21 (stereo not given)
    -16%	16%	-19%	7%	7%	-8%	6%	x
COCCN(CCOC)c1ncc(Cl)c(C(=O)c2c(C)cc3ccccn23)n1
    -15%	-36%[inhibitor]	-22%	-4%	3%	-14%	-5%	-9%
Nc1nc(CN2CCc3ccccc3C2)nc(Nc2ccccc2)n1
    7%	-9%	u	0%	u	7%	-9%	-13%
CCC(=O)n1nc(-c2ccco2)nc1SCc1ccccc1
    u	u	-11%	7%	1%	-11%	u	-53%[inhibitor]
COC(=O)c1cc2nc(-c3ccc(OC)c(OC)c3)cc(C(F)(F)F)n2n1
    u	-2%	14%	-1%	9%	-9%	13%	2%

5 compounds out of the list above, ordered by their value in Tau fibril ThT, descending:
mol | Tau fibril ThT
Nc1nc(CN2CCc3ccccc3C2)nc(Nc2ccccc2)n1 | 7%
O=C(CCl)Nc1ccccc1C(=O)c1ccccc1 | 3%
Cc1cnnc2c1-c1no[n+]([O-])c1CC2 | 0%
COCCN(CCOC)c1ncc(Cl)c(C(=O)c2c(C)cc3ccccn23)n1 | -15%
O=C(CN1CCN(c2ccccc2F)CC1)c1c[nH]c2ccccc12 | -22%

Going on with the list.
The line under a structure holds: Tau fibril ThT	SMN2 splice enh	HttQ103 aggreg	Tau fibril FP	KDM4E inh	Tau fluor counter	ALDH1A1 inh	HTT ATP protect
O=S(=O)(c1ccc(-n2cnnn2)cc1)N(C1CCCCC1)C1CCCCC1
    0%	2%	0%	-11%	2%	-15%	0%	10%
Clc1ccccc1Cn1c(-c2cccs2)nc2ccccc21
    u	-19%	x	-14%	x	-20%	x	x
CCOC(=O)C1CCCN(C(=O)c2cnn3c(C(F)(F)F)cc(-c4ccccc4)nc23)C1 (stereo not given)
    -11%	6%	4%	-3%	-3%	-4%	u	0%
CCn1c(SCc2ccc(C#N)cc2)nnc1-c1ccc(S(=O)(=O)N2CCCCC2)cc1
    -8%	-50%[inhibitor]	u	6%	-2%	-6%	u	-21%[10 µM]
COC(=O)NC(CC(C)=O)c1cccs1 (stereo not given)
    7%[11.5 µM]	x	x	2%[11.6 µM]	x	17%[11.6 µM]	u	8%[10 µM]
COc1ccc(C(=O)c2oc3ccccc3c2NC(=O)c2ccc(F)cc2)cc1
    -3%	-2%	x	u	x	-17%	x	x
O=C(Cn1cnc2ccccc21)N/N=C/c1ccccn1
    -3%	12%	4%	-2%	-3%	-2%	3%	-8%
CCOc1ccc(-c2nnn(CC(=O)Nc3ccccc3OC)n2)cc1OCC
    -7%	83%	-15%	-12%	2%	-12%	11%	-35%
CCOC(=O)/C(C#N)=C1/SC(CC)C(=O)N1c1ccc(Br)cc1 (stereo not given)
    -5%	-14%	u	4%	-5%	-3%	-3%	-23%
COc1cc(-c2nc3cccc(C)n3c2Nc2ccc3c(c2)OCCO3)ccc1O
    u	2%	x	4%	x	18µM*[quencher]	x	x
COc1ccccc1-c1c(C)nn2c(N3CCCCCC3)cc(C)nc12
    -17%	-62%[inhibitor]	u	5%	u	-22%	0%	-12%
O=C(NC1CCCCC1)C(c1ccc(O)c(O)c1)N(C(=O)Cn1nnc2ccccc21)c1cccc(O)c1 (stereo not given)
    -7%	0%	2%	-4%	16µM*	-6%	13%	-23%
CC12CCC(C/C1=N/NC(=O)Nc1ccccc1)C2(C)C (stereo not given)
    12%	4%	3%	11%	-4%	26%	-3%	8%[10 µM]
Cc1ccc2nc(Nc3nc(=O)c4ccccc4n3C)nc(C)c2c1
    0%	5%	17%	-7%	u	-1%	2%	-42%[10 µM]
CCC(=O)Nc1ccc(-c2nc(-c3ccccc3)n(CC(=O)N3CCCCC3)n2)cc1
    7%	-4%	-10%	8%	-3%	11%	6%	-8%[10 µM]

Next entries follow.
The line under a structure holds: Tau fibril ThT	SMN2 splice enh	HttQ103 aggreg	Tau fibril FP	KDM4E inh	Tau fluor counter	ALDH1A1 inh	HTT ATP protect
Cc1ccn2c(-c3csc(NCc4ccccc4)n3)c(C)nc2c1
    u	-78%[inhibitor]	11µM*	u	u	u	u	26%[1.9 µM]
Nn1c(COc2cccc(Br)c2)nnc1SCC(=O)N1CCc2ccccc2C1
    u	x	-1%	6%	-2%	-3%	-13%	2%[0.074 µM]
Cc1csc(NC(=O)c2cc(=O)[nH]c3ccc(S(=O)(=O)N4CCOCC4)cc23)n1
    1%	5%	-11%	3%	u	-2%	u	x
CCOc1ccc(OCC)c(NC(=O)CN(c2ccc(C)cc2)S(=O)(=O)c2c(C)n[nH]c2C)c1
    -15%	-8%	x	-13%	x	u	x	x
CCN(CC)S(=O)(=O)c1cccc2cc(C(=O)O)c(O)cc12
    -9%	-20%	-3%	1%	u	-4%	-9%	-20%
CN(C)c1ccc(C2CC(c3ccccc3)=Nc3nc(-c4ccccc4)cn32)cc1 (stereo not given)
    u	28%	-11%	4%	-29%	-21%	u	12%[10 µM]
c1coc(-c2nnc3sc(C4CCCCC4)nn23)c1
    20%	-5%	1%	-2%	6%	19%	13µM*	-9%
CC[n+]1ccc2cc(OC)c(OC)cc2c1Cc1ccc(OC)c(OC)c1
    -10%	x	17%[9.22 µM]	11%	25µM*	-3%	-2%	14%[10 µM]
Cc1nn(-c2ccccc2)c(C)c1/C=C/C(=O)OC(C)C(N)=O (stereo not given)
    -3%	5%	-16%	6%	-8%	4%	-5%	4%[1.9 µM]
CON(c1nc(Cl)nc(N(C)C)n1)S(=O)(=O)c1ccccc1Cl
    -6%	1%	0%	-3%	3%	-6%	4%	-21%
COc1ccc(-c2nc3n(n2)C(c2ccccc2F)C(C(=O)Nc2cccnc2)=C(C)N3)cc1OC (stereo not given)
    -11%	9%	x	4%	x	-22%	x	x
Cc1cccc(C)c1NC(=O)C1CCCN1C(=O)OC(C)(C)C (stereo not given)
    -4%	x	-15%[9.22 µM]	-3%	-1%	-7%	u	-15%[10 µM]
Cn1cccc1C(=O)OCC(=O)Nc1ccc2c(c1)OCO2
    -16%	u	-3%	-6%	13%	-15%	16%	-25%
CCCCN1CNC(=S)N(CCc2ccc(OCC)c(OCC)c2)C1
    -8%	x	10%[9.22 µM]	8%	0%	-9%	8%	18%[10 µM]
Cc1ccc(/C=C2\SC(=S)N(c3cccnc3)C2=O)cc1
    u	8%	-19%	-13%	6%	-6%	u	-7%[10 µM]

Additional results:
The line under a structure holds: Tau fibril ThT	SMN2 splice enh	HttQ103 aggreg	Tau fibril FP	KDM4E inh	Tau fluor counter	ALDH1A1 inh	HTT ATP protect
O=C(CCCCn1c(=O)c2ccccc2n(CC(=O)Nc2cccc(C(F)(F)F)c2)c1=O)NCc1ccc2c(c1)OCO2
    u	1%	x	u	x	u	x	x
Cc1ccccc1NC(=O)CCC(=O)OCC(=O)c1cccc([N+](=O)[O-])c1
    -9%	-8%	7%[9.22 µM]	-11%	0%	-8%	-14%	1%[10 µM]
COc1ccc(OCc2cnc(Cl)s2)cc1
    -8%	12%	11%	7%	7%	5%	-10%	-14%
COc1cc(/C=C(/C#N)C(=O)Nc2ccc(C)cc2)ccc1Oc1nc(Cl)ncc1F
    u	0%	11%	-11%	-6%	-7%	u	x
O=[N+]([O-])c1ccccc1/C=N/N1CCN(c2ccncc2S(=O)(=O)N2CCCCC2)CC1
    u	-3%	29%	-6%	12%	-28%	-14%	8%[0.074 µM]
COc1ccc(C(=O)N2CCN(c3ccccn3)CC2)cc1[N+](=O)[O-]
    5%	-15%	6%	2%	-10%	5%	u	-10%
Cc1cc(C)nc(/N=C(\N)Nc2ccc(C)c([N+](=O)[O-])c2)n1
    -16%	-37%[inhibitor]	-31%	-1%	0%	-2%	2%	-16%
Cc1ccc(C(C)n2cc(C(=O)NCc3ccncc3)nn2)cc1 (stereo not given)
    -11%	3%	5%	-6%	4%	-7%	7%	-24%[10 µM]

Entries of single compounds, quoted from the list:
O=C(CCCCn1c(=O)c2ccccc2n(CC(=O)Nc2cccc(C(F)(F)F)c2)c1=O)NCc1ccc2c(c1)OCO2 is listed with Tau fibril ThT: u; SMN2 splice enh: 1%; HttQ103 aggreg: x; Tau fibril FP: u; KDM4E inh: x; Tau fluor counter: u; ALDH1A1 inh: x; HTT ATP protect: x
Clc1ccccc1Cn1c(-c2cccs2)nc2ccccc21 is listed with Tau fibril ThT: u; SMN2 splice enh: -19%; HttQ103 aggreg: x; Tau fibril FP: -14%; KDM4E inh: x; Tau fluor counter: -20%; ALDH1A1 inh: x; HTT ATP protect: x
